# Source: PubChem
# dFosB activator: activators of delta FosB homodimer, primary screen, biochemical, fluorescence polarization, TAMRA-CDK5 oligo, single point | Protein FosB (Mus musculus), P13346 | purified delta FosB; percent of positive-control signal above neutral wells | activation, % at 25 µM | 340,000 tested, 0.99% active | AID 493131, 2011;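 active = mean activation above about 17%, with every replicate also reaching it, limit read from the data, passing the limit was not always enough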;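 note: fluorescence polarization rise as delta FosB binds a TAMRA Cdk5 AP-1 oligo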
# Target sequence (P13346 whole entry, looked up): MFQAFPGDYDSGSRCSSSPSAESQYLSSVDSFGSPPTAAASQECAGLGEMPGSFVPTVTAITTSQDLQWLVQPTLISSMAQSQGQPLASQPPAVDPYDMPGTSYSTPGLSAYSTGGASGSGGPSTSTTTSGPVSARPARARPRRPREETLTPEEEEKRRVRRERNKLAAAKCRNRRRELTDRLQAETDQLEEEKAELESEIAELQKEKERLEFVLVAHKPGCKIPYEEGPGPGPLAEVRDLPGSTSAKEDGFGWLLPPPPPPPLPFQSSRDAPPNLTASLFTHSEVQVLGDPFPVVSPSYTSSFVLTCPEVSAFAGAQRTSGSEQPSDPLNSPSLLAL
# NSD2 inh: NSD2 histone methyltransferase inhibitors, primary screen, biochemical, AlphaScreen, single concentration, set 2; NSD2 peptide methylation, 120 min; Histone-lysine N-methyltransferase NSD2 (Homo sapiens), O96028; inhibition, % at 12.5 µM; 310,000 tested, 0.54% active; in the data active = inhibition above about 50%
# MITF act: activators of MITF-driven TRPM1 promoter reporter, primary screen, cell-based, SK-MEL-5, luciferase, single point. activation, % at 12.5 µM. 300,000 tested, 0.75% active. SK-MEL-5 TRPM1-promoter luciferase, 24 h; % of positive control, neutral wells = 0;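 active = mean activation of at least 80% with every replicate also reaching 80%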;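 note: 0% = neutral control wells and 100% = parthenolide positive control wells; values of inactives mirror those of a sister screen read the other way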
# V-ATPase pH: regulators of yeast V-ATPase proton pumping, primary screen, pHLuorin cytosolic pH fluorescence. S. cerevisiae. response, % at 10 µM. 350,000 tested, 0.37% active. AID 504577, 2011; in the data active = response mostly above about 7.3%, no sharp cut-off; inactive = mostly below about 5.4%; note: actives read high; inactives centre near 0; some compounds called inactive have numbers as strong as hits; reference of the scale not given here
# HTR5A ag ctr: HTR5A agonists in luminescence cell assay, primary screen, counter-screen for OPRM1-OPRD1 heterodimer agonist project, full-deck HTS; 5-hydroxytryptamine receptor 5A (Homo sapiens), P47898; cell-based; activation, % at 9.3 µM; 340,000 tested, 0.61% active; in the data active = activation mostly above about 9.5%, no sharp cut-off; inactive = mostly below about 7.6%;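 note: 0% = cells with vehicle only and 100% = reference agonist; strong numbers were not always called active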
# Target sequence (P47898 whole entry, looked up): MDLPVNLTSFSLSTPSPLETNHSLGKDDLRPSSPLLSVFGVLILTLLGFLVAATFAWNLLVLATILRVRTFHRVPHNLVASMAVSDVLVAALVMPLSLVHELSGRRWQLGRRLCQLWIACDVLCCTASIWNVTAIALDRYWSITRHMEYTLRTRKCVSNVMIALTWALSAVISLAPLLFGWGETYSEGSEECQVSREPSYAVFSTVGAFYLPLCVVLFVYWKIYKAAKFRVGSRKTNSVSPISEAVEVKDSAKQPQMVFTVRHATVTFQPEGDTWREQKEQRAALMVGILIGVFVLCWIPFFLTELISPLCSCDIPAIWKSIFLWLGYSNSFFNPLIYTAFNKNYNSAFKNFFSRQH
# SR-BI HDL uptake: inhibitors of SR-BI mediated HDL lipid uptake, primary screen, ldlA[mSR-BI] cells, fluorescence, single point; ldlA[mSR-BI] CHO cells, DiI-HDL uptake fluorescence, 3 h; inhibition, % at 12.5 µM; 320,000 tested, 0.96% active; AID 488896, 2010;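 active = mean replicate inhibition of at least 70% and a set share of replicates each scoring 70 or more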;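 note: 0% = median of neutral control wells and 100% = median of positive control wells; values of inactives mirror those of a sister screen read the other way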
# HTR5A inv ctr: HTR5A inverse agonists in luminescence cell assay, primary screen, counter-screen for OPRM1-OPRD1 heterodimer inverse agonist project, full-deck HTS; 340,000 tested, 0.083% active; 5-hydroxytryptamine receptor 5A (Homo sapiens), P47898; HTR5A cell line, inverse agonism; inhibition, % at 9.3 µM; in the data active = inhibition mostly above about 23%, no sharp cut-off; inactive = mostly below about 18%;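 note: 0% = cells with DMSO and 100% = no-cell wells with DMSO; some compounds called inactive have numbers as strong as hits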
# CDK5 p35 inh: inhibitors of human CDK5/p35 kinase, primary screen, biochemical, single concentration | Cyclin-dependent kinase 5 (Homo sapiens) + Cyclin-dependent kinase 5 activator 1 (Homo … | Recombinant CDK5/p35, ADP-Glo luminescence, 60 min | inhibition, % at 10 µM | 330,000 tested, 0.01% active | AID 488839, 2010;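 active = highest replicate inhibition of at least 50% and at least 75% of replicates reaching 50%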;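 note: plate controls were DMSO neutral control for no effect and GW8510 at 10 µM for full effect; many of its hits are not listed in these tables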
# PvdQ inh: P. aeruginosa PvdQ acylase inhibitors, primary screen, biochemical, fluorescence, plate reader and imaging, single point; PvdQ acylase [Pseudomonas aeruginosa LESB58]; purified PvdQ acylase; inhibition, % at 10 µM; 340,000 tested, 0.063% active; in the data active = inhibition above about 30%, passing the limit was not always enough;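 note: 0% = vehicle neutral wells and 100% = reference inhibitor wells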
# Wnt bcat act: Wnt/beta-catenin pathway activators, primary screen, cell-based, plate reader, single point; 300,000 tested, 1.2% active; activation, % at 9.35 µM; AID 743398, 2014; Wnt/beta-catenin reporter cell assay, activator; in the data active = activation above about 30%, passing the limit was not always enough;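 note: 0% = neutral control wells and 100% = positive control wells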
# * hit, by the source's call; nt = not tested or not shown.
Molecule,dFosB activator,NSD2 inh,MITF act,V-ATPase pH,HTR5A ag ctr,SR-BI HDL uptake,HTR5A inv ctr,CDK5 p35 inh,PvdQ inh,Wnt bcat act
O=C(Nc1ccccc1OC(F)F)C1CCCN1C(=O)c1cccs1 (centres undefined),-2,-1,-2,1,-1,-21,19,-1.5,-16,0
Cc1ccc(NC(=O)CSCc2c(C)noc2C)cc1C,4,0,2,0,-3,19,10,2.4,-13,0
CC1(C)Cc2c(sc3nc(SCC(=O)N4CCOCC4)nc(N)c23)CO1,3,-2,10,2,3,nt,-7,1.0,-10,-2
CCC(=O)Nc1nnc(SCC(=O)Nc2ccc(F)cc2)s1,1,0,nt,1,2,-15,-18,-0.3,-6,0
CSCC[C@H](NC(=O)c1ccc(Br)o1)c1nnc2ccccn12,-3,1,-4,-1,1,-9,13,0.6,-8,-1
CCc1ccc(C(O)(C(C)C)C(CN2CCOCC2)c2ccccc2)cc1 (centres undefined),-3,1,5,5,2,-15,-7,0.1,-16,1
Cc1oc2ccc(OC(=O)c3cccs3)cc2c1C(=O)OC(C)C,-9,1,9,-3,1,2,-4,0.0,-8,6
COc1ccc(-c2csc3ncnc(N4CCN(c5cccc(OC)c5)CC4)c23)cc1,0,-1,-4,5,1,26,23,0.2,-7,-2
Cc1cc(C)c(NC(=O)c2cc(S(=O)(=O)N3CCOCC3)ccc2F)c(C)c1,-13,-3,0,0,-3,15,5,nt,-12,-1
O=C(COC(=O)COc1ccc(Cl)cc1)Nc1ccc2c(c1)OCCO2,-8,-2,1,-4,8,-3,2,-3.0,-9,-5
COc1ccc(/C=N/NC(=O)c2snnc2C)c(OC)c1OC,3,-3,9,-22,0,13,0,1.3,20,0
c1ccc(-n2c(SCC3CCCCO3)nnc2-c2cnccn2)cc1 (centres undefined),-13,0,9,2,-6,-23,16,-0.4,-4,-2
O=C1NCCN(Cc2ccc(F)cc2)C1CC(=O)N1CC=C(c2ccccc2)CC1 (centres undefined),-8,3,1,7,3,nt,1,2.5,1,1
CCCCCC(C)n1[nH]c(=O)cc1N (centres undefined),-2,-1,-1,3,-5,7,18,-1.0,-1,nt
CCOc1ncccc1C(=O)NNC(=O)CSc1ccc(Cl)cc1,-1,2,7,0,3,-1,-11,-0.4,-5,-2
NC(=O)CSc1ccc(Br)cc1,-5,-2,nt,2,0,-72,9,-0.6,-7,-1
CCC(C)(C)n1nnnc1C(C(C)C)N(Cc1cccnc1)Cc1ccco1 (centres undefined),-3,3,10,-2,3,-28,-12,-0.2,0,-1
CCOc1cc2c(cc1OCC)C(c1ccc(OC)c(OC)c1)N(c1ccc(C(=O)O)cc1)C(=O)C2 (centres undefined),4,-1,-5,3,-4,-16,6,0.3,6,-2
CC1=CC(C)C(C(=O)O)C(C(=O)Nc2cccnc2)C1 (centres undefined),-1,-1,-3,4,1,-26,-2,1.7,4,-14
CC1(C)Cc2nc(Cl)c(C#N)cc2CO1,3,-1,9,5,0,-6,-1,-0.2,2,0

# Continued:
Molecule,dFosB activator,NSD2 inh,MITF act,V-ATPase pH,HTR5A ag ctr,SR-BI HDL uptake,HTR5A inv ctr,CDK5 p35 inh,PvdQ inh,Wnt bcat act
O=S(O)OC1CS(=O)(=O)CC1c1ccccc1 (centres undefined),-2,18,7,3,-3,-4,11,-0.6,4,-1
O=[N+]([O-])c1ccccc1Oc1ccc(Cl)c2cccnc12,-7,nt,-9,-4,-3,10,8,-0.9,-15,-1
COC(Cc1n[nH]c(=S)n1-c1ccccc1)OC,0,-1,-4,2,1,-23,-3,1.2,13,1
Cc1cccc(OCC(=O)N(Cc2ccco2)C2CCS(=O)(=O)C2)c1 (centres undefined),-1,nt,-4,-3,1,-7,-3,-4.0,-27,-3
COc1ccc(/C(O)=C2/C(=O)C(=O)N(CCN(C)C)C2c2cccnc2)cc1OC (centres undefined),1,-2,-6,-1,2,2,9,-2.3,-10,nt
CC(=O)Nc1ccc(SCC(=O)Nc2oc(C)c3c(C)n[nH]c(=O)c23)cc1,5,nt,9,-3,5,-36,-14,-0.6,6,-2
CCn1cc(CN2N=C(C)CC2c2ccccc2)c(C)n1 (centres undefined),0,2,18,nt,1,4,20,-1.9,-13,-5
CC1(C)CC(=O)C2=C(C1)N1CCCCC1CC2=O (centres undefined),-2,-1,-1,0,-2,-34,3,0.5,-2,1
CCOC(=O)C1=C(C)NC(SCC(=O)O)=C(C#N)C1c1ccco1 (centres undefined),1,3,5,-2,3,-4,-7,0.2,-6,nt
Cc1cc(C)n(-c2ncc3c(n2)N(C)CCOC3=O)n1,-8,-2,1,1,6,-7,5,0.9,-14,1
COc1ccccc1NC(=O)CC(NC1CCCCC1)C(=O)O (centres undefined),-2,-2,-1,0,0,-14,1,0.4,-6,-6
CCc1ccc(NC(=O)CSc2nnnn2C)cc1,-9,-3,72,0,1,-17,0,0.2,-9,3
COc1ccc(C(CNC(=O)C(=O)NC2CCCCC2)N2CCN(C)CC2)cc1 (centres undefined),-9,2,-1,10,4,-2,7,1.9,-6,-1
c1ccc(CN2CCN(c3nc4ccccc4c4ccccc34)CC2)cc1,4,-2,4,-4,2,64,-7,0.2,-6,nt
O=C(NCCc1ccccc1)C1CC1,1,-5,13,-3,0,-6,-2,0.5,12,0
O=C(Cn1nc(-c2ccccc2)c2ccccc2c1=O)Nc1cccnc1,-4,nt,nt,0,2,29,-9,-0.5,1,-5
COc1cccc(-n2c(SCC(=O)NCC3CCCO3)nc3c(c2=O)SCC3)c1 (centres undefined),0,nt,4,3,0,-5,-3,-0.6,-9,0
O=C(NCCCCCCNC(=O)OCc1ccccc1)OCc1ccccc1,-3,-3,9,0,-1,-17,2,1.1,1,0
O=C1c2ccccc2CN1c1ccccc1,1,-1,nt,0,1,8,-10,0.0,4,16
CCOC(=O)CSc1nc(C2CC2)cc(-c2ccc(F)cc2)c1C#N,-1,4,10,-1,1,72*,17,-0.8,-7,-6

# Full records, quoted from the list.
# Listed for `COc1cccc(-n2c(SCC(=O)NCC3CCCO3)nc3c(c2=O)SCC3)c1` (centres undefined) : dFosB activator: 0; NSD2 inh: nt; MITF act: 4; V-ATPase pH: 3; HTR5A ag ctr: 0; SR-BI HDL uptake: -5; HTR5A inv ctr: -3; CDK5 p35 inh: -0.6; PvdQ inh: -9; Wnt bcat act: 0
# Listed for `COc1ccccc1NC(=O)CC(NC1CCCCC1)C(=O)O` (centres undefined) : dFosB activator: -2; NSD2 inh: -2; MITF act: -1; V-ATPase pH: 0; HTR5A ag ctr: 0; SR-BI HDL uptake: -14; HTR5A inv ctr: 1; CDK5 p35 inh: 0.4; PvdQ inh: -6; Wnt bcat act: -6

# Next section.
Molecule,dFosB activator,NSD2 inh,MITF act,V-ATPase pH,HTR5A ag ctr,SR-BI HDL uptake,HTR5A inv ctr,CDK5 p35 inh,PvdQ inh,Wnt bcat act
CCN(C(=O)c1cccs1)C1CCS(=O)(=O)C1 (centres undefined),-3,3,-3,1,-12,-13,-19,1.1,-2,-2
CCOC(=O)C1(Cc2ccc(O)cc2)NC(c2ccccc2F)C2C(=O)N(C)C(=O)C21 (centres undefined),0,-2,-14,16*,5,2,-43,-1.4,-8,0
Cn1cc(Cl)c(C(=O)Nc2cnn(Cc3ccc(F)cc3)c2)n1,-5,-1,12,-4,2,-22,-2,3.1,10,0
CC(=O)Nc1ccc(Nc2ccc(S(=O)(=O)C(F)(F)F)cc2[N+](=O)[O-])cc1,-1,25,1,3,3,0,-9,-0.9,-4,-4
CCN1CCN(CC(O)COc2ccc(Cl)cc2)CC1 (centres undefined),0,7,0,2,5,-23,12,1.6,-4,nt
COc1ccc2c(c1OC)C(=O)N1N=C(c3ccccc3)CC21 (centres undefined),1,0,22,0,-8,-4,21,-0.7,-10,nt
CN(C)/N=C/c1cc(Cl)cc([N+](=O)[O-])c1O,2,10,-5,-6,-10,-15,25,0.4,28,-1
Cc1ccc(NC(=O)c2sc3ncnc(N4CCN(c5ccccn5)CC4)c3c2C)c(C)c1,6,-2,-8,-1,3,37,-10,nt,-1,0
Cc1cc(N2CCC(C)CC2)c(F)cc1[N+](=O)[O-],-2,1,-4,4,-7,27,-18,-1.3,4,nt
O=C(Nc1ccc(Br)cc1)N1CCc2ccccc2C1,-8,-6,60,-3,0,22,5,-2.5,-10,20
O=C(CN1C(=O)NC(CCc2ccccc2)C1=O)NC1CC1 (centres undefined),3,-5,5,1,-2,3,6,-1.3,-7,3
COc1ccc(OC)c(/C=N/NC(=O)C(=O)NCc2cccnc2)c1,-5,-1,5,9,1,-17,-1,-0.8,7,6
CCOC(=O)c1ccccc1NC(=O)COC,-1,nt,nt,-3,0,-7,0,-2.0,7,-3
CC(C)OCCCNC(=O)C(C)Oc1ccccc1 (centres undefined),0,-1,-4,4,4,-30,10,-0.2,-11,-1
N#C/C(=C\c1ccccc1)c1ccccn1,-5,-3,68,1,-1,-19,2,7.8,7,21
CC(C)(Oc1ccc(Cl)cc1)C(=O)OCn1nnc2ccccc2c1=O,0,nt,-9,4,3,5,6,1.6,-15,-18
O=C(CCN1CCN(C(c2ccccc2)c2ccccc2)CC1)N/N=C/c1ccc(O)cc1O,37*,31,-17,-1,-3,-23,7,-1.5,-10,-1

# No new results follow: eleven of the compounds above.
Molecule,dFosB activator,NSD2 inh,MITF act,V-ATPase pH,HTR5A ag ctr,SR-BI HDL uptake,HTR5A inv ctr,CDK5 p35 inh,PvdQ inh,Wnt bcat act
CCN(C(=O)c1cccs1)C1CCS(=O)(=O)C1 (centres undefined),-3,3,-3,1,-12,-13,-19,1.1,-2,-2
CCOC(=O)C1(Cc2ccc(O)cc2)NC(c2ccccc2F)C2C(=O)N(C)C(=O)C21 (centres undefined),0,-2,-14,16*,5,2,-43,-1.4,-8,0
Cn1cc(Cl)c(C(=O)Nc2cnn(Cc3ccc(F)cc3)c2)n1,-5,-1,12,-4,2,-22,-2,3.1,10,0
CC(=O)Nc1ccc(Nc2ccc(S(=O)(=O)C(F)(F)F)cc2[N+](=O)[O-])cc1,-1,25,1,3,3,0,-9,-0.9,-4,-4
CCN1CCN(CC(O)COc2ccc(Cl)cc2)CC1 (centres undefined),0,7,0,2,5,-23,12,1.6,-4,nt
COc1ccc2c(c1OC)C(=O)N1N=C(c3ccccc3)CC21 (centres undefined),1,0,22,0,-8,-4,21,-0.7,-10,nt
CN(C)/N=C/c1cc(Cl)cc([N+](=O)[O-])c1O,2,10,-5,-6,-10,-15,25,0.4,28,-1
Cc1ccc(NC(=O)c2sc3ncnc(N4CCN(c5ccccn5)CC4)c3c2C)c(C)c1,6,-2,-8,-1,3,37,-10,nt,-1,0
Cc1cc(N2CCC(C)CC2)c(F)cc1[N+](=O)[O-],-2,1,-4,4,-7,27,-18,-1.3,4,nt
O=C(Nc1ccc(Br)cc1)N1CCc2ccccc2C1,-8,-6,60,-3,0,22,5,-2.5,-10,20
O=C(CN1C(=O)NC(CCc2ccccc2)C1=O)NC1CC1 (centres undefined),3,-5,5,1,-2,3,6,-1.3,-7,3

# Rows are unselected; overall some 5% were active at least once.
